Screening data from PubChem.
HePTP inhibitor: blocks human HePTP tyrosine phosphatase | P35236 | recombinant HePTP phosphatase activity, OD absorbance | inhibition, % at 20 µM | 110,000 compounds, 0.64% hits | AID 521; in the data active = inhibition above about 50%;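 note: plate controls were vehicle for no effect and reference inhibitor for full effect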
Target sequence (P35236 whole entry, looked up): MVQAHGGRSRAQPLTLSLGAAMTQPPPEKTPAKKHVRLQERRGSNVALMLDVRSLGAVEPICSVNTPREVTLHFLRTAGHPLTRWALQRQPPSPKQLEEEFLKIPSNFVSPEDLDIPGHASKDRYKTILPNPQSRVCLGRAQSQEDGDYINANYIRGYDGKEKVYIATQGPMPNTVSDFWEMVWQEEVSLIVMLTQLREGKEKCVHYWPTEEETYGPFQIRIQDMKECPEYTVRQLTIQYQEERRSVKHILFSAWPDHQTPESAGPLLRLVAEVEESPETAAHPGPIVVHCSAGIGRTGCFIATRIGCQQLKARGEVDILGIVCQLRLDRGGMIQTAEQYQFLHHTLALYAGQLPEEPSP
BAP1 block: blocks human BAP1 ubiquitin-AMC hydrolysis. recombinant BAP1, Ub-AMC hydrolysis fluorescence kinetic; stronger effect = lower value. activity remaining (% of control), % at 20 µM. 72,000 compounds, 0.48% hits;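 active = activity remaining at or below 50% of control, provided the compound also passes the data quality filters; inactive = the rest, including low values that fail the filters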;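 note: 100% = DMSO wells rate and 0% = substrate alone blank rate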
Target sequence (Q92560 whole entry, looked up): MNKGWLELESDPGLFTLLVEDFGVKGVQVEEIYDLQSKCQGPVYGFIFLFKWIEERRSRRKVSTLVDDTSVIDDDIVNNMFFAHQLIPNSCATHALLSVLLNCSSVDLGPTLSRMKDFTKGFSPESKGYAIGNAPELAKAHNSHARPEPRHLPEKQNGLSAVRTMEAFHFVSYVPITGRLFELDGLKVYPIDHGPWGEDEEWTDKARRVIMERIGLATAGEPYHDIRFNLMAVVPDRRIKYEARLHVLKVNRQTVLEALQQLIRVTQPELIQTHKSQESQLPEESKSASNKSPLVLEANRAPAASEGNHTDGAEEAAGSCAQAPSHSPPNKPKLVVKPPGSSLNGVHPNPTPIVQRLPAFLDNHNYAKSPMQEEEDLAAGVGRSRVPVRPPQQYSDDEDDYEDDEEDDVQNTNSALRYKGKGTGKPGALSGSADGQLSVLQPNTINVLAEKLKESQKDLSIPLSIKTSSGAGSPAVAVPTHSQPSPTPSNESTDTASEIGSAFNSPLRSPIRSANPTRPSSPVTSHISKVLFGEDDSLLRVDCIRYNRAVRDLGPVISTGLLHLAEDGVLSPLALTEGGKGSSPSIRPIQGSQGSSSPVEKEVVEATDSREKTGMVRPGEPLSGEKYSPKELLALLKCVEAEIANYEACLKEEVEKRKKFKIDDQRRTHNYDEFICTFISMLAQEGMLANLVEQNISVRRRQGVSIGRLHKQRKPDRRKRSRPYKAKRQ
Numbers without * were called inactive; · = no result given; & = joins results of further samples.

(1) COc1ccc(-c2ccc(/C=C3/SC(NC(C)=O)=NC3=O)o2)c([N+](=O)[O-])c1
(2) COc1ccc(CCNC(=O)Cc2ccc(Cl)cc2)cc1OC
(3) CCC(C)NC(=O)c1ccccc1C(=O)NC(C)CC (stereo not given)
(4) COc1ccc(CNc2nccs2)cc1
(5) O=C(O)CCC(=O)Nc1ccc(NC(=O)c2ccccc2)c(Cl)c1
(6) CCCOc1ccc(C(=O)Nc2ccc(O)c(-c3nc4cc(C)c(C)cc4o3)c2)cc1
(7) Cc1ccc([N+](=O)[O-])cc1NC(=O)c1c(-c2ccccc2)noc1C
(8) CC1=C(C(=O)Nc2ccccc2C)C2(CCCC2)C(C(N)=O)C(=O)N1 (stereo not given)
(9) O=c1ccc2ccc(OCc3ccccc3Cl)cc2o1
(10) Cc1cc(C)n(C(=O)CNC(=O)c2ccc3c(c2)OCCO3)n1
screen / no. | 1 | 2 | 3 | 4 | 5 | 6 | 7 | 8 | 9 | 10
HePTP inhibitor | -1.8 | 1.3 | 13.2 | 2.5 | -4.4 | 6.2 | 11.1 | 5.8 | 6.7 | -2.4
BAP1 block | · | · | 78.0 | · | · | · | · | 72.6 | · | 123.0

(11) COc1ccccc1OCC(=O)N(Cc1nc(-c2ccccc2)no1)C1CCCCC1
(12) CC(C)N(C)C1CCN(C(=O)Nc2ccc(Cl)cc2)CC1
(13) CC(=O)C(=Cc1ccccc1O)C(C)=O
(14) Cc1nnc(SCC(=O)NCC2CCCO2)n1-c1ccccc1 (stereo not given)
(15) CCOC(=O)N1CCC(c2[nH][nH]c(=O)c2C)CC1
(16) COc1ccc(-c2[nH]ncc2-c2cnn(-c3ccccc3)c2)c(O)c1
(17) C=CCn1c(=O)[nH]c2cc(C(=O)N3CCN(c4cc(C)ccc4C)CC3)ccc2c1=O
(18) COC(=O)CCC(=O)Nc1ccc(C(=O)c2ccccc2)cc1
(19) Fc1ccc(OCCCn2ccnc2)cc1
(20) CCOc1ccc(-c2cc(C(=O)O)c3cc(Br)ccc3n2)cc1
screen / no. | 11 | 12 | 13 | 14 | 15 | 16 | 17 | 18 | 19 | 20
HePTP inhibitor | 10.8 | 7.7 | -3.6 | -0.3 | -3.3 | 1.4 | 14.9 | -12.4 | -9.3 | -6.1
BAP1 block | 66.3 | 81.3 | · | 89.2 | 105.6 | · | 90.3 | · | · | ·

Copied from above, nos. 17–20
(17) C=CCn1c(=O)[nH]c2cc(C(=O)N3CCN(c4cc(C)ccc4C)CC3)ccc2c1=O
(18) COC(=O)CCC(=O)Nc1ccc(C(=O)c2ccccc2)cc1
(19) Fc1ccc(OCCCn2ccnc2)cc1
(20) CCOc1ccc(-c2cc(C(=O)O)c3cc(Br)ccc3n2)cc1
screen / no. | 17 | 18 | 19 | 20
HePTP inhibitor | 14.9 | -12.4 | -9.3 | -6.1
BAP1 block | 90.3 | · | · | ·

Going on with the list:
(21) O=C(Nc1nc(-c2ccccc2)cs1)c1cc2ccccc2o1
(22) O=C(NCc1ccccc1)c1ccc(-c2ccc([N+](=O)[O-])cc2)o1
(23) CCCc1cc(=O)[nH]c(SCC(=O)c2cc(C)n(C(C)COC)c2C)n1 (stereo not given)
(24) Cc1ccc(C(=O)N2CCCC2)cc1S(=O)(=O)Nc1ccccc1
(25) Cc1ccc(S(=O)(=O)Oc2ccc(/C=C3/SC(=S)N(C)C3=O)cc2)cc1
(26) NNC(=O)COc1ccc2c(c1Br)CCCC2
(27) CCOC(=O)C1CCN(CC(=O)Nc2c(C(=O)OC)n(C)c3cccc(C)c23)CC1
(28) O=C(Nc1ccc(-c2cn3ccsc3n2)cc1)C1COc2ccccc2O1 (stereo not given)
(29) COc1cccc(OCc2nc3ccccc3[nH]2)c1
(30) O=[N+]([O-])c1ccc2nc(Sc3nc4ccccc4[nH]3)sc2c1
screen / no. | 21 | 22 | 23 | 24 | 25 | 26 | 27 | 28 | 29 | 30
HePTP inhibitor | 3.8 | -12.6 | 3.6 | -0.2 | -4.0 | 2.1 | 3.5 | 10.4 | 2.8 | -2.0
BAP1 block | · | · | 106.0 | 118.9 | · | · | 142.3 | 60.5 | 97.2 | ·

(31) O=C(COc1ccc(-n2cnnn2)cc1)NC1CCCCC1
(32) CC(C)C(=O)Nc1ccccc1N1CCN(S(C)(=O)=O)CC1
(33) O=c1c2cnn(-c3ccccc3)c2nc(-c2ccccc2)n1-c1cccc(Cl)c1
(34) Cc1c(NC(=O)c2cnn3c2NC(c2cccs2)CC3C(F)(F)F)c(=O)n(-c2ccccc2)n1C (stereo not given)
(35) N#Cc1ccc(Oc2cccnc2)cc1C#N
(36) CN1CCN(c2ncnc3c2cnn3-c2ccc(Cl)cc2)CC1
(37) CC(=O)NC1=NC(=O)/C(=C\c2ccc(Cl)c(Cl)c2)S1
(38) Cc1ccc(N2C(=O)S/C(=C\c3ccc(F)cc3)C2=O)cc1
(39) CCCCOC(=O)C1=C(C)NC2=C(C(=O)CC(C)(C)C2)C1c1ccccc1OC (stereo not given)
(40) COC(=O)NC(c1ccc(F)cc1)C(Cl)(Cl)Cl (stereo not given)
screen / no. | 31 | 32 | 33 | 34 | 35 | 36 | 37 | 38 | 39 | 40
HePTP inhibitor | 4.3 | -0.8 | 4.6 | 9.6 | 2.5 | -8.7 | -12.4 | -5.0 | · | -3.1
BAP1 block | 122.1 | 119.1 | · | · | 88.5 | 102.5 | · | · | 92.5 | ·

(41) CCCOc1ccc(C(=O)Nc2cccc(OC)c2)cc1
(42) COc1ccc2c(c1)C1C=CCC1C(c1ccc([N+](=O)[O-])cc1)N2 (stereo not given)
(43) CC1CCN(Cc2nc3c(c(=O)n(C)c(=O)n3C)n2CCN2CCOCC2)CC1
(44) O=C(C(Cc1ccccc1)N1C(=O)C2C3C=CC(C3)C2C1=O)N1CCCCCC1 (stereo not given)
(45) O=C(CSc1nnc(-c2ccccc2Cl)n1Cc1ccco1)Nc1ccc2c(c1)OCCO2
(46) Cc1occc1C(=O)N1CCN(c2ccc(Cl)c(Cl)c2)CC1
(47) O=C(Cn1c(=O)oc2ccccc21)Nc1ccc(S(=O)(=O)N2CCCCC2)cc1
(48) COc1ccc(OCc2cccc(C(=O)O)c2)cc1
(49) CCCc1cc(=O)oc2cc(OCC(=O)N(C)C)ccc12
(50) CC(C)Cn1c(=O)c(C2=NS(=O)(=O)c3ccccc3N2)c(O)c2ccccc21
screen / no. | 41 | 42 | 43 | 44 | 45 | 46 | 47 | 48 | 49 | 50
HePTP inhibitor | 4.5 | 3.0 | 5.6 | -4.3 | 7.1 | 10.6 | -6.4 | 13.5 | -11.4 | -1.7
BAP1 block | · | · | · | 78.0 | 99.6 | 72.9 | 97.6 | 105.6 | · | 65.7

(51) Cc1cc(C)c(OCC(=O)Nc2nnn(C)n2)c(Br)c1
(52) COc1ccc(CCNC(=O)c2ccccc2F)cc1OC
(53) CCCCCSc1nnc2c(n1)[nH]c1ccc(C)cc12
(54) Cc1cc(Oc2ccc([N+](=O)[O-])cc2)nc(-n2nc(C)cc2C)n1
(55) COc1ccc(-c2noc(-c3cccc(OC)c3)n2)cc1
(56) CC(=O)c1cc(C#N)c(SCC(=O)OC(C)C)nc1C
(57) CN(CC(=O)N1CCN(c2ccccn2)CC1)S(=O)(=O)c1ccc2ccccc2c1
(58) COC(=O)CNC(=O)CN(c1ccc(OC)cc1OC)S(=O)(=O)c1ccccc1
(59) CCN(CC)C(=O)c1cc2cc(Br)ccc2oc1=O
(60) O=[N+]([O-])c1ccccc1-c1ccc(/C=N/n2cnnc2)o1
screen / no. | 51 | 52 | 53 | 54 | 55 | 56 | 57 | 58 | 59 | 60
HePTP inhibitor | 13.3 | 9.3 | 1.2 | 6.2 | 4.4 | 11.5 | -7.5 | -11.3 | 3.9 | 7.7
BAP1 block | 81.6 | · | · | · | · | 114.5 | 82.8 | · | 161.7 | ·

(61) COC(=O)c1ccccc1S(=O)(=O)N(Cc1cc2ccc(OC)cc2[nH]c1=O)CC1CCCO1 (stereo not given)
(62) COc1ccc2nc(NC(=O)CCn3cccc3)sc2c1
(63) CCOCC(=O)NCc1ccc2c(c1)OCO2
(64) CCOc1ccc(C(=O)Nc2ccccc2C(F)(F)F)cc1
(65) [O-]/[N+](=C\c1ccccc1)[C@@H]1CCCC[C@@H]1/[N+]([O-])=C/c1ccccc1
(66) CCN1C(=O)/C(=C/C2CC=CCC2)SC1=S (stereo not given)
(67) COc1cc(OC)cc(-c2nc3ccc(C)cc3c(=O)o2)c1
(68) O=C(CN1CCN(S(=O)(=O)c2ccc(F)cc2)CC1)Nc1cccc(C(F)(F)F)c1
(69) COc1ccc(Cl)cc1Nc1nc(NCCO)nc(N2CCCC2)n1
(70) COC(=O)C1=C(C)Nc2cc(C(F)(F)F)ccc2S1
screen / no. | 61 | 62 | 63 | 64 | 65 | 66 | 67 | 68 | 69 | 70
HePTP inhibitor | 11.4 | 4.5 | 10.8 | -19.3 | 9.4 | 4.1 | -1.8 | 10.8 | 4.9 | 9.9
BAP1 block | 91.5 | 98.9 | 83.8 | · | 104.7 | · | 96.9 | 77.3 | 67.0 | ·

(71) CC(=O)c1cnc(N2CCCCC2)nc1C
(72) Nc1c(S(=O)(=O)c2cccs2)c2nc3ccccc3nc2n1/N=C/c1cccc(O)c1
(73) Cc1ccnc(NC(=O)CCC(=O)N(CC(=O)NC2CCCCC2)c2cccc(C)c2C)c1
(74) C=CCN1C(=O)CSC1=Nc1ccc(C(=O)O)cc1
(75) O=c1oc2cc(OCc3ccc([N+](=O)[O-])cc3)ccc2c2c1CCCC2
(76) COCCCn1c(SCC(=O)NC(C)(C)C)nnc1-c1ccccc1
(77) CCCCN(CCCC)c1nc2ccccc2nc1C(C#N)C(=O)NCCCOC (stereo not given)
(78) CCCCCOC(=O)c1cc(=O)[nH]c2ccccc12
(79) COc1cccc(-c2nc(-c3ccc4c(c3)-c3ccccc3S4(=O)=O)c(-c3ccccc3)[nH]2)c1OC
(80) COc1cccc(C(=O)Nc2c3c(nn2-c2ccc(C)cc2C)CSC3)c1OC
screen / no. | 71 | 72 | 73 | 74 | 75 | 76 | 77 | 78 | 79 | 80
HePTP inhibitor | 7.1 | 1.6 | 1.1 | -5.3 | 4.5 | 6.7 | 5.5 | 1.7 | -5.9 | ·
BAP1 block | 103.2 | · | 91.9 | · | · | 91.3 | 62.2 | 86.1 | · | 192.4

(81) Cc1ccc2c(c1)[nH]c1c(=O)n(CCN3CCCCC3)cnc12
(82) C(=N\N(c1ccccc1)c1ccccc1)/c1ccccc1
(83) Cn1c(=O)c2c(ncn2CC(=O)N2CCOCC2)n(C)c1=O
(84) Cc1nc2c(c(=O)n1CC1CCCO1)c1nc3ccccc3nc1n2Cc1ccc2c(c1)OCO2 (stereo not given)
(85) Cc1ccc2c(c1)-c1c(ssc1=S)C(C)(C)N2C(=O)COc1nc2ccccc2s1
(86) COc1ccc(C(=O)NCCn2cc(SCC(=O)Nc3nnc(C)s3)c3ccccc32)cc1
(87) CC(=O)Oc1ccccc1/C=C1\C=C(c2ccc(Br)cc2)OC1=O
(88) COc1ccc(C(=O)CN2C3=NCCN3c3ccccc32)cc1OC
(89) CN(c1ccccc1C(=O)O)S(C)(=O)=O
(90) CC1(C)Cc2c(sc3c2c(=N)n(Cc2ccco2)c(=O)n3CC(=O)Nc2ccc(Cl)cc2)CO1
screen / no. | 81 | 82 | 83 | 84 | 85 | 86 | 87 | 88 | 89 | 90
HePTP inhibitor | 4.5 | 3.0 | 5.5 | -8.2 | -7.6 | · | -0.3 | 5.5 | 4.4 | 3.9
BAP1 block | 104.3 | · | 108.3 | · | · | 96.6 | · | · | 106.1 | 57.2

In another format: 5 of the compounds above
| # | Structure | HePTP inhibitor | BAP1 block |
| --- | --- | --- | --- |
| 82 | C(=N\N(c1ccccc1)c1ccccc1)/c1ccccc1 | 3.0 | · |
| 83 | Cn1c(=O)c2c(ncn2CC(=O)N2CCOCC2)n(C)c1=O | 5.5 | 108.3 |
| 84 | Cc1nc2c(c(=O)n1CC1CCCO1)c1nc3ccccc3nc1n2Cc1ccc2c(c1)OCO2 (stereo not given) | -8.2 | · |
| 85 | Cc1ccc2c(c1)-c1c(ssc1=S)C(C)(C)N2C(=O)COc1nc2ccccc2s1 | -7.6 | · |
| 86 | COc1ccc(C(=O)NCCn2cc(SCC(=O)Nc3nnc(C)s3)c3ccccc32)cc1 | · | 96.6 |

Other results
(91) Cc1ccc(C(=O)N/C(=C/c2ccco2)c2nc3ccccc3[nH]2)cc1
(92) O=C(Nc1ccc(Cl)cc1)c1ccc(I)cc1
(93) Cc1ccccc1Oc1nc2ccccc2n2cnnc12
(94) CC1C/C=C/C=C/C=C/C=C/C(O[C@@H]2O[C@H](C)[C@@H](O)[C@H](N)[C@@H]2O)CC2OC(O)(CC(O)CC3OC3/C=C/C(=O)O1)CC(O)C2C(=O)O (stereo not given in full)
(95) COc1cc(NC(=O)C2CCCCC2)c(OC)cc1NC(=O)CN1CCCCC1
(96) Cc1ccc(OCc2nnc(SCC(=O)Nc3ccc4c(c3)OCCO4)n2Cc2ccco2)cc1
(97) COc1ccc(/C=C2/SC(=Nc3ccc(O)cc3)NC2=O)cc1
(98) CCCOC(=O)c1cccc(NC(=O)COc2ccc(Br)cc2)c1
(99) O=C(NCCN1CCOCC1)c1ccc(-c2ccccc2)cc1
(100) Cn1c(=O)n(C)c2cc(/C=C3/C(=O)NN(c4ccccc4)C3=O)ccc21
(101) COCCNC(=O)C(C#N)c1nc2ccccc2nc1N1CCN(Cc2ccc3c(c2)OCO3)CC1 (stereo not given)
(102) Cc1c(NC(=O)c2cc(-c3ccc(Br)cc3)nc3ccccc23)c(=O)n(-c2ccccc2)n1C
screen / no. | 91 | 92 | 93 | 94 | 95 | 96 | 97 | 98 | 99 | 100 | 101 | 102
HePTP inhibitor | -6.3 | 0.6 | -9.9 | 2.7 | 6.7 | 6.3 | 7.5 | 1.8 | 8.7 | -13.8 | 0.4 | 0.4
BAP1 block | · | · | · | 110.1 | 95.8 | 126.0 | · | · | 99.4&69.2 | · | 115.5 | ·
